# ABCB6 inh MLPCN: human ABCB6 transporter inhibition. Q9NP58. K562-ABCB6 porphyrin accumulation, flow cytometry, 1 h; active compounds read low. fluorescence ratio to DMSO, % at 10 µM. hit rate 0.19% among 360,000. AID 602162;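 active = fluorescence ratio to DMSO below 75%, the collection mean minus 3 SD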;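 note: signal is porphyrin accumulated inside mitochondria; 100% equals median channel fluorescence of DMSO control wells; lower ratio means ABCB6 inhibition with less porphyrin fluorescence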
# N-glyco inh: blocks N-linked glycosylation in D54 reporter cells; AID 588692; D54 ERlucT glycosylation luciferase reporter, 24 h; percent of 100 nM tunicamycin response; hit rate 0.23% among 360,000; reporter increase, % at 12.5 µM;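 active = mean luciferase reporter signal, scaled so untreated is 0 and the glycosylation-blocking control 100, at or above a set limit in every replicate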;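 note: luciferase carries N-glycosylation sites so blocking glycosylation raises the light; 0% = median of neutral control wells and 100% = median of 100 nM tunicamycin wells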
# Exocytosis inh: blocks lytic granule exocytosis. TALL-104 LAMP-1 surface exposure, flow cytometry; cells stimulated with thapsigargin and PMA. inhibition, % at 10 µM. hit rate 0.66% among 360,000;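 active = inhibition above about 55%, limit read from the data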
# PDI turbidity: inhibitors of human protein disulfide isomerase. P07237. PDI insulin aggregation turbidity, A650, 90 min. inhibition, % at 10 µM. hit rate 0.052% among 350,000. AID 588391;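 active = mean inhibition across replicates of 30% or more, whatever share of single replicates reach that level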;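 note: absorbance from insulin aggregation driven by PDI reduction with DTT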
# MC4R antag cAMP: human MC4R antagonism in cAMP assay | hit rate 0.48% among 360,000 | inhibition, % at 6.5 µM | P32245 | MC4R-expressing cells, MTII-stimulated cAMP, LANCE TR-FRET;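 active = inhibition above its plate's cutoff, the mean of tested wells on that plate plus 3 SD, cut at about 29% in these data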;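 note: 0% = Melanotan II alone and 100% = Melanotan II plus saturating MCL0020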
# Target sequence (P32245 whole entry, looked up): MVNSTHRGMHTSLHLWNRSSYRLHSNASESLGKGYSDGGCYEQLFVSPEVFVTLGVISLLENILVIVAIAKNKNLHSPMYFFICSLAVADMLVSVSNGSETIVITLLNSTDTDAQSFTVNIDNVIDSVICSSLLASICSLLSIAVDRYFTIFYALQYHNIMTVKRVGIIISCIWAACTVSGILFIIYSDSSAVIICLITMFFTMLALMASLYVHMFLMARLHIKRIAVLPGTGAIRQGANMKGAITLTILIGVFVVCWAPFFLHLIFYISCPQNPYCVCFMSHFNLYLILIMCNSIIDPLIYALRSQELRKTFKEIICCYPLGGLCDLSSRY
#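 System: U2OS-MC4R stable cell line; Technique: Eu-cAMP/anti-cAMP TR-FRET, emission 671 nm; Repeats: single well per compound; Also added: Melanotan II; Dosing: one concentration, 6.5 µM nominal; Schedule: 30-min compound, 1-h challenge, 1-h detection, room temperature.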
# m5-HT2A agonist: activates the mouse 5-HT2A serotonin receptor; activation, % at 7.6 µM; hit rate 0.66% among 360,000; CHO-K1 mHTR2A beta-arrestin complementation, luminescence; percent of 30 µM serotonin response; P35363;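 active = activation above a run cutoff, the mean activation of all tested compounds plus 3 SD, cut at about 14% in these data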;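 note: 0% = plate median of compound wells and 100% = 30 µM serotonin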
# Target sequence (P35363 whole entry, looked up): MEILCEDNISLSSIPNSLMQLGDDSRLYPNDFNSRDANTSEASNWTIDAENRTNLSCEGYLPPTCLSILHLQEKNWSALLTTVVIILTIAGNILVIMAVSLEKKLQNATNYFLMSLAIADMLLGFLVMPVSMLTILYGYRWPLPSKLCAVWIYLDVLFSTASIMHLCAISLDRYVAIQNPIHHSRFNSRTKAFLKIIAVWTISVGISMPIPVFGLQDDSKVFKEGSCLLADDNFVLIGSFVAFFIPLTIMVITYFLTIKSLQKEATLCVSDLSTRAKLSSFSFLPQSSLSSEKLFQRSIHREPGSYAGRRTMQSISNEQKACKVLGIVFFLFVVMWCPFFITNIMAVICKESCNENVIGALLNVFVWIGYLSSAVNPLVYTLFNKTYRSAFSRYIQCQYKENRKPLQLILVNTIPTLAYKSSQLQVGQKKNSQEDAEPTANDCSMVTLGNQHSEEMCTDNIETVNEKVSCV
# H9c2 protect: protects H9c2 cardiomyocytes from peroxide injury | H2O2 injury protection, ATPLite, 2 h | protection from H2O2 cell death, % at 20 µM | hit rate 0.63% among 360,000 | AID 588492;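 active = compounds giving at least 50% protection of heart cells from peroxide-induced death in the single-dose screen, raw or plate-pattern-corrected value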;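 note: 0% = DMSO wells with peroxide and 100% = DMSO wells without peroxide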
# ABHD5 PLIN5 PPI: blocks binding of human ABHD5 to perilipin-5; Q00G26+Q8WTS1; Split G. princeps luciferase complementation, luminescence, 4 h; inhibition, % at 4 µM; hit rate 0.78% among 360,000; AID 602281;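 active = inhibition above the mean inhibition across every tested compound plus 3 SD, cut at about 22% in these data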;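 note: 0% = DMSO only wells and the 100% control is not disclosed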
# MC4R barr agon: human MC4R agonism via beta-arrestin; AID 540308; activation, % at 8.9 µM; P32245; U2OS MC4R beta-arrestin complementation, luminescence; percent of melanotan II response, DMSO zero; hit rate 0.98% among 360,000;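 active = activation above a per-plate cutoff, the mean activation of sample wells on that plate plus 3 SD, cut at about 8% in these data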
# CaV13 ICDI inh: Disruptors of the CACNA1D IQ motif to Ca2+-dependent inactivation inhibitor domain association, primary screening, Förster resonance energy transfer in intact living …. hit rate 0.098% among 340,000. AID 743397. inhibition, % at 12.3 µM. HEK cells, CFP/YFP FRET ICDI-IQ, plate reader, 10 min; percent FRET-ratio fall versus neutral wells;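 active = mean replicate inhibition of at least 30% and at least 1% of replicates passing that level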;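 note: 0% = median of the neutral control wells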
# The depositor's hits bear a star; · = not tested or not shown. This is a random part of the collection, and some 4.2% of all compounds hit somewhere here.
SMILES,ABCB6 inh MLPCN,N-glyco inh,Exocytosis inh,PDI turbidity,MC4R antag cAMP,m5-HT2A agonist,H9c2 protect,ABHD5 PLIN5 PPI,MC4R barr agon,CaV13 ICDI inh
CS(=O)(=O)c1ccc(CNC(=O)C2(C(F)(F)F)C/C(=C\Cc3ccccc3)CCCO2)cc1 (centres undefined),100,-1,-4,-3,10,0,-2,9,0.0,-10
O=C(O)C1Cc2[nH]cnc2C(c2ccc(F)cc2)N1 (centres undefined),100,-1,0,5,-5,0,3,2,-3.1,-3
CN1CCN(CCCNC(=O)c2ccc(NC(=O)C3=CSCCO3)cc2)CC1,97,0,9,2,0,10,4,-2,-2.7,-5
COc1cc(/C=N/n2c(-c3cc(C)[nH]n3)n[nH]c2=S)ccc1O,97,2,-2,1,9,3,-6,1,-3.0,-16
COc1ccc(S(=O)(=O)N2CCN(CCc3ccccc3)CC2)cc1,96,-1,-6,-2,7,-6,-7,-2,0.8,-5
CN1C(=S)SC(/[N+]([O-])=C/c2ccc(Cl)cc2)C1(C)C (centres undefined),95,3,2,-3,-2,-3,5,-6,0.4,-1
CCOc1cc(S(=O)(=O)n2ccnc2)ccc1Cl,103,1,-1,4,-4,2,6,2,-2.0,-5
CCN1C(=O)C(CC(=O)Nc2ccccc2Cl)N(NC(=O)c2cccc(F)c2)C1=S (centres undefined),105,0,-2,0,-6,-2,0,-6,-2.1,-5
O=C(COC(=O)c1c[nH]c2ccccc12)Nc1cccc(F)c1,99,-1,14,-2,-1,2,0,7,-2.4,-5
CCOc1ccccc1NC(=O)c1ccc2nc[nH]c2c1,99,2,-4,10,-3,3,7,1,1.5,-5
O=C(CCSCCC(=O)NCCN1CCOCC1)NCCN1CCOCC1,100,0,7,1,-1,0,3,0,-2.4,-5
COc1ccc(CN2CCOCC2)cc1Br,105,2,-2,-1,6,6,-1,-3,-1.0,-7
CCOC(=O)Cn1nc(-c2ccc(Cl)cc2)ccc1=O,105,-1,-1,1,3,-4,-3,3,-1.0,-6
CCN(CC)C(=O)c1cccc(NC(=O)c2ccc3c(=O)n4c(nc3c2)CCC4)c1,101,-2,-4,-1,2,7,3,-8,-0.6,·
CCCCn1c(N)c(N(C(=O)CSc2nncn2-c2ccccc2C)C2CCCC2)c(=O)[nH]c1=O,97,2,5,-2,9,6,2,-4,0.3,-5
O=C(Nc1ccccc1SCC1CSc2nc3ccccc3c(=O)n21)c1ccccc1 (centres undefined),103,-5,1,0,7,4,13,1,-0.5,-7
COc1ccc(Cl)c(S(=O)(=O)N2CCCC2)c1,101,-1,2,-7,-7,4,-1,-2,-1.8,1
COC(=O)c1ccc(N2CCN(C)CC2)c(NC(=O)COc2ccc(OC)cc2)c1,86,0,0,3,-1,1,13,12,1.8,-6
CNC(=O)CN1C(=O)CSc2nc(C)cc(C)c21,97,0,5,18,5,1,9,8,-1.7,4
COC(=O)c1ccc(CN2CCN(CC(C)C)C(CCO)C2)cc1 (centres undefined),97,0,2,3,-5,-3,-1,-7,-0.2,-4
CCOc1ccc(-c2nc(CSc3nnc(N)s3)cs2)cc1OC,99,-1,2,0,-7,-2,-11,3,0.9,·
O=C(CSc1nnc(COc2ccc(Cl)cc2)o1)N1CCCC1,98,1,5,-12,21,7,-2,-9,1.4,-3
COc1cc(C(=S)N2CCCC2)cc(OC)c1OS(=O)(=O)c1ccc(NC(C)=O)cc1,98,1,10,2,8,-1,7,15,0.8,-5
Cc1ccnc(NS(=O)(=O)c2ccc(NC(=O)c3snnc3C)cc2)n1,101,4,2,12,-1,15*,1,-4,-0.8,-16
COc1ccc(-c2c(-c3ccc(O)cc3O)n[nH]c2C(F)(F)F)cc1,90,-1,-1,-6,-5,11,-8,3,0.2,-7

# Record cards, as listed above.
# O=C(O)C1Cc2[nH]cnc2C(c2ccc(F)cc2)N1 (centres undefined) as listed: ABCB6 inh MLPCN = 100; N-glyco inh = -1; Exocytosis inh = 0; PDI turbidity = 5; MC4R antag cAMP = -5; m5-HT2A agonist = 0; H9c2 protect = 3; ABHD5 PLIN5 PPI = 2; MC4R barr agon = -3.1; CaV13 ICDI inh = -3
# O=C(CSc1nnc(COc2ccc(Cl)cc2)o1)N1CCCC1 as listed: ABCB6 inh MLPCN = 98; N-glyco inh = 1; Exocytosis inh = 5; PDI turbidity = -12; MC4R antag cAMP = 21; m5-HT2A agonist = 7; H9c2 protect = -2; ABHD5 PLIN5 PPI = -9; MC4R barr agon = 1.4; CaV13 ICDI inh = -3

# Among those listed so far, two contain a CF3 group.
SMILES,ABCB6 inh MLPCN,N-glyco inh,Exocytosis inh,PDI turbidity,MC4R antag cAMP,m5-HT2A agonist,H9c2 protect,ABHD5 PLIN5 PPI,MC4R barr agon,CaV13 ICDI inh
CS(=O)(=O)c1ccc(CNC(=O)C2(C(F)(F)F)C/C(=C\Cc3ccccc3)CCCO2)cc1 (centres undefined),100,-1,-4,-3,10,0,-2,9,0.0,-10
COc1ccc(-c2c(-c3ccc(O)cc3O)n[nH]c2C(F)(F)F)cc1,90,-1,-1,-6,-5,11,-8,3,0.2,-7

# Other records follow:
SMILES,ABCB6 inh MLPCN,N-glyco inh,Exocytosis inh,PDI turbidity,MC4R antag cAMP,m5-HT2A agonist,H9c2 protect,ABHD5 PLIN5 PPI,MC4R barr agon,CaV13 ICDI inh
COc1cc(OC)cc(OCC(O)Cn2cnc(-c3ccccc3)c2)c1 (centres undefined),99,3,1,0,13,-7,5,-4,0.6,-8
COc1ccc(NC(=O)c2cn(CCC#N)nc2-c2cccs2)cc1,106,0,0,-9,21,-1,-4,-2,1.9,3
Cc1cc(C)c2cc(C#N)c(NCCNC(=S)NCCCN3CCOCC3)nc2c1,91,6,28,-3,-5,-6,7,1,-3.7,11
CCN1CCN(CCCNC(=O)C(=O)c2c(C)[nH]c3ccccc23)CC1,95,4,-2,5,1,-4,4,1,-1.1,-2
COc1cc(/C=C/C(=O)OCC(=O)Nc2c(C)n(C)n(-c3ccccc3)c2=O)ccc1O,100,-2,1,5,-4,-4,3,5,-2.5,-6
COc1cccc(-c2c(C(=O)N/N=C/c3ccc(C)o3)nnn2-c2nonc2N)c1,94,2,-2,-5,8,5,9,2,-5.1,-7
CC(C)C[C@H]1CNC(=S)N1C[C@H]1CCCN1C[C@H](Cc1ccccc1)N1C[C@H](Cc2ccc(O)cc2)N(CC2CCCCC2)C1=S,94,-12,25,·,·,-1,-15,10,·,-9
Cc1c(CCC(=O)N[C@@H](CC(C)C)C(=O)O)c(=O)oc2c(C)c3oc4c(c3cc12)CCCC4,101,0,-3,29,-5,-1,6,-12,0.0,-4
COc1cccc(CNc2nc3nc4c(c(=O)n3[nH]2)CCC4)c1,115,1,1,5,5,8,-5,-4,-0.2,·
CC(=O)N/N=c1\sc2ccccc2n1C,101,4,0,-2,16,-1,8,5,-1.6,-5
COC(=O)c1ccc(Cl)cc1N(Cc1c(F)cccc1Cl)S(C)(=O)=O,88,-4,2,5,9,-2,6,-3,1.1,-3
OCCC1CN(Cc2cccn2-c2cccnc2)CCN1CCc1ccccc1 (centres undefined),91,1,5,-2,1,-1,0,1,-0.8,-7
Cn1c(SCC(=O)Nc2ccc3c(c2)OCCO3)nnc1-c1ccco1,89,1,-2,11,1,2,8,0,-0.1,-4
COc1ccc(NC(=O)NCc2ccco2)cc1OC,97,-1,-1,3,11,0,1,-2,-1.0,-4
Cc1nc(SCc2ccc(C(=O)O)cc2)nc2c1CCCC2,98,4,0,8,12,0,3,13,0.7,-6
O=C(CCn1cncn1)N1CCCC(N2CCN(c3ccc(F)cc3)CC2)C1 (centres undefined),104,3,12,5,4,-1,5,3,-2.8,-2
COc1cc(NC(=O)C2CC(c3ccccc3O)=NO2)cc(OC)c1OC (centres undefined),102,3,-7,-1,0,0,2,-7,-2.4,-4
Cc1cc(=O)[nH]c(-n2nc(C)cc2C)n1,98,2,6,-11,4,3,19,-3,-1.1,·
CCOC(=O)C1=C(C)NC(=S)NC1c1ccsc1 (centres undefined),95,0,-1,-2,18,3,14,3,-1.1,-4
COC(=O)c1ccc(CO/N=C/c2ccc(OC)cc2OC)cc1,97,0,16,-4,5,1,-6,-2,0.5,-4
O=C(O)CCSc1nnc(-c2ccccc2)n1-c1ccccc1,99,1,-1,7,4,0,7,-1,-1.4,-4
C/C(=N\NC(=O)C(O)c1ccccc1)c1ccc(C)s1 (centres undefined),90,-4,11,-3,-7,2,-5,11,0.4,-4
OCCC1CN(Cc2ccc3nonc3c2)CCN1Cc1ccsc1 (centres undefined),100,1,3,-6,-7,-1,10,0,-2.4,-2
COc1cccc(C(=O)Nc2cc3c4c(c2)CC(=O)N4CCC3)c1,98,-2,24,-18,4,0,15,-7,-2.3,-5
CCN(CC)C(=O)[C@H]1C[C@H](CC(=O)NCc2ccco2)C(=O)N2CCc3c([nH]c4ccc(Cl)cc34)[C@]12C,102,1,1,12,1,-1,-11,8,-0.7,-6

# m5-HT2A agonist, what is marked active above
SMILES	ABCB6 inh MLPCN	N-glyco inh	Exocytosis inh	PDI turbidity	MC4R antag cAMP	m5-HT2A agonist	ABHD5 PLIN5 PPI	MC4R barr agon	CaV13 ICDI inh
Cc1ccnc(NS(=O)(=O)c2ccc(NC(=O)c3snnc3C)cc2)n1	101	4	2	12	-1	15*	-4	-0.8	-16

# Continuation:
SMILES,ABCB6 inh MLPCN,N-glyco inh,Exocytosis inh,PDI turbidity,MC4R antag cAMP,m5-HT2A agonist,H9c2 protect,ABHD5 PLIN5 PPI,MC4R barr agon,CaV13 ICDI inh
Cc1cc2oc(=O)cc(CN3CCCCC3C)c2cc1Cl (centres undefined),99,-3,3,-1,3,1,-6,1,1.2,-2
CC(C)c1ccc(OCC(=O)N2CCCCCC2)c(Br)c1,93,-2,1,-3,9,-5,-2,-2,1.5,8
COc1ccc(C(=O)C(=NNc2ccccc2)c2ccc(OC)cc2)cc1,97,-2,2,2,8,-6,-6,6,-1.1,-5
Cn1c(=O)n(CC(N)=O)c(=O)c2c1nc(Br)n2Cc1ccccc1,100,0,-10,-1,0,-7,1,-3,-1.9,-2
Cc1ccc(S(=O)(=O)N2CCCCC2)cc1C(=O)NCc1ccc(S(N)(=O)=O)cc1,97,2,-8,-14,5,-5,-1,0,-1.6,-7
C=CCn1c(O)c(N=NC(=S)Nc2cccc(C)c2)c2ccccc21,89,10,-1,-10,2,-7,32,2,-2.5,-4
CCOC(=O)C1CCN(C(=O)COc2ccc(C(=O)c3ccccc3)cc2)CC1,98,1,8,0,0,1,-3,6,-3.1,-10

# Among those listed so far, 2 contain a cyano group.
SMILES,ABCB6 inh MLPCN,N-glyco inh,Exocytosis inh,PDI turbidity,MC4R antag cAMP,m5-HT2A agonist,H9c2 protect,ABHD5 PLIN5 PPI,MC4R barr agon,CaV13 ICDI inh
COc1ccc(NC(=O)c2cn(CCC#N)nc2-c2cccs2)cc1,106,0,0,-9,21,-1,-4,-2,1.9,3
Cc1cc(C)c2cc(C#N)c(NCCNC(=S)NCCCN3CCOCC3)nc2c1,91,6,28,-3,-5,-6,7,1,-3.7,11

# Screening results deposited in PubChem BioAssay by several laboratories.
